Screens (PubChem BioAssay)
Ecoli viability – E. coli V3065 growth inhibition, primary screen, counter-screen for AddAB inhibitor project, absorbance, OD600 | 18 h | inhibition, % at 11.9 µM | 330,000 compounds, 0.27% hits;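 active = inhibition above the campaign's mean inhibition across all tested compounds plus 3 SD, cut at about 9.9% in these data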;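 also: uninfected addAB+ strain grown without phage in ampicillin broth; 0% = DMSO wells and 100% = ciprofloxacin 0.95 µg/ml wells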
CAL PDZ FP-1 – untagged CAL PDZ binding inhibitors, primary screen, biochemical, fluorescence polarization, HTS; Golgi-associated PDZ and coiled-coil motif-containing protein (Homo sapiens), Q9HD26; inhibition, % at 24.9 µM; purified CAL PDZ, TMR-peptide fluorescence polarization, 1 h; 300,000 compounds, 0.92% hits; AID 602252, 2012;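 active = mean inhibition of at least 30% with at least half of replicates also reaching 30%; inconclusive = no clear call, values can overlap the other calls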;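 also: 0% = DMSO neutral control and 100% = excess unlabeled competitor peptide PRC23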
Tat transport – E. coli Tat export inhibitors, primary screen, MC4100, TorA-mCherry reporter, fluorescence, single point | inhibition, % at 10 µM | 340,000 compounds, 0.036% hits | AID 488895, 2010;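 active = mean replicate inhibition at least 50% and at least half of replicates individually reaching 50%; inconclusive = only one of the two criteria met; inactive = neither criterion met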;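 also: exported cargo escapes ClpAP degradation while cytoplasmic cargo is degraded and loses fluorescence; 0% = median of neutral control wells and 100% = median of NaSCN control wells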
SR-BI DiI-HDL act – activators of SR-BI mediated DiI-HDL uptake, primary screen, ldlA[mSR-BI] CHO cells, DiI fluorescence; 3 h; 100 = double the neutral-control signal; activation, % at 12.5 µM; 320,000 compounds, 0.096% hits; AID 504775, 2011;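 active = mean replicate activation of at least 60% and every replicate at or above 60%; inconclusive = mean or all-replicate condition met, but not both; inactive = mean below 60% and not all replicates reaching 60%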;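 also: 0% = median plate neutral-control signal and 100% = twice that signal; values of inactives mirror those of a sister screen read the other way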
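system = CHO ldlA[mSR-BI] cells, LDL receptor-null, SR-BI overexpressing | medium = Ham's F12 with 0.5% BSA, HEPES 25 mM, pH 7.4 | probe or stimulus = DiI-HDL 10 µg/mL | compound dosing = single-point compound dose | incubation = compound exposure 3 h, 37 °C | technique = DiI fluorescence, bottom read | read-out = cell-associated DiI fluorescence as measure of HDL uptake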
phage Ecoli inh – growth loss of phage-infected E. coli, primary screen, RecBCD inhibitor project, absorbance, with phage, HTS; inhibition, % at 11.9 µM; 360,000 compounds, 0.26% hits; in the data active = inhibition above about 11%
Wnt act – Wnt/beta-catenin pathway activators, primary screen, cell-based, plate reader, single point. Wnt/beta-catenin reporter cell assay, activator. activation, % at 9.35 µM. 300,000 compounds, 1.2% hits. AID 743398, 2014; in the data active = activation above about 30%, passing the limit was not always enough; inconclusive = no clear call, values can overlap the other calls;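 also: 0% = neutral control wells and 100% = positive control wells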
CAL PDZ FP-2 – CAL PDZ peptide-binding inhibitors, primary screen, biochemical, fluorescence polarization, Cer-tagged CAL PDZ, HTS; Golgi-associated PDZ and coiled-coil motif-containing protein (Homo sapiens), Q9HD26; purified CAL PDZ, TMR-peptide fluorescence polarization, 1 h; inhibition, % at 20 µM; 330,000 compounds, 0.02% hits; AID 504414, 2011;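 active = highest replicate inhibition of at least 40%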;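 also: plate controls were DMSO neutral control wells for no effect and unlabeled competitor peptide control wells for full effect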
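System: tagged CAL PDZ domain. Schedule: 1 h room-temperature incubation prior to read. Signal: fluorescence polarization (mP). Measure: percent inhibition from loss of millipolarization.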
AddAB inh – growth inhibition of E. coli expressing H. pylori AddAB, primary screen, AddAB inhibitor project, absorbance. inhibition, % at 11.9 µM. 330,000 compounds, 0.29% hits; in the data active = inhibition above about 12%;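 also: 0% = vehicle wells of infected cells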
MITF act – activators of MITF-driven TRPM1 promoter reporter, primary screen, cell-based, SK-MEL-5, luciferase, single point | SK-MEL-5 TRPM1-promoter luciferase, 24 h; % of positive control, neutral wells = 0 | activation, % at 12.5 µM | 300,000 compounds, 0.75% hits | AID 588334, 2011;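 active = mean activation of at least 80% with every replicate also reaching 80%; inconclusive = mean reaches 80% but some replicate falls short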;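 also: 0% = neutral control wells and 100% = parthenolide positive control wells; values of inactives mirror those of a sister screen read the other way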
SR-BI DiI inh – inhibitors of SR-BI mediated HDL lipid uptake, primary screen, ldlA[mSR-BI] cells, fluorescence, single point. inhibition, % at 12.5 µM. Scavenger receptor class B member 1 (Mus musculus), Q61009. 320,000 compounds, 0.96% hits. AID 488896, 2010. ldlA[mSR-BI] CHO cells, DiI-HDL uptake fluorescence, 3 h;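 active = mean replicate inhibition of at least 70% and a set share of replicates each scoring 70 or more; inconclusive = meets just one of the two criteria; inactive = fails both criteria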;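 also: 0% = median of neutral control wells and 100% = median of positive control wells; values of inactives mirror those of a sister screen read the other way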
Target sequence (Q61009 whole entry, looked up): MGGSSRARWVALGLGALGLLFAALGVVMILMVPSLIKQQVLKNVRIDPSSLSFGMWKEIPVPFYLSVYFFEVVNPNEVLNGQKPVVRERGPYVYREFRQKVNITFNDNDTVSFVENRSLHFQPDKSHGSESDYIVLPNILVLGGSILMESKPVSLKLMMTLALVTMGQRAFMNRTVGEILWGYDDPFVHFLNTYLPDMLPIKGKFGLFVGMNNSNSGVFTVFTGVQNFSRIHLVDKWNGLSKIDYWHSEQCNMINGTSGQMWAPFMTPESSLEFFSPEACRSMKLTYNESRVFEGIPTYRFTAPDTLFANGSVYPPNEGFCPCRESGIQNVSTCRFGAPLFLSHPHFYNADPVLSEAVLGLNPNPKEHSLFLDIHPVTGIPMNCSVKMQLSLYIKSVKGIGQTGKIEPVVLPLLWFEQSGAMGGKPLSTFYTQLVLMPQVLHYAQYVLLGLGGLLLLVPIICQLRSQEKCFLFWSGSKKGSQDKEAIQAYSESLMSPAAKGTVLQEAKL
Starred values were filed as active, the others as inactive; u = inconclusive; x = no result given.

Second line of a record: SR-BI DiI-HDL act, Ecoli viability, Wnt act, CAL PDZ FP-1, MITF act, AddAB inh, CAL PDZ FP-2, Tat transport, SR-BI DiI inh, phage Ecoli inh
- CC1=Nc2ccccc2N=C(NC(=O)CN2CCN(c3ccccc3)CC2)C1c1ccccc1 (stereo not drawn)
    -25, -0.4, -1, -3, 16, 0.5, -0.2, -2, 25, 1.7
- CCN(CC(=O)Nc1cccc(OC)c1)c1ncnc2sc(C)c(C)c12
    -14, 1.3, -3, -4, -12, 2.8, -1.4, -2, 14, -0.1
- CC(C)(C)c1ccc(OC(=O)N2CCOCC2)cc1
    0, -1.9, 1, -4, 71, 0.7, 1.4, 4, 0, 3.2
- O=C(c1ccc2c(c1)N(Cc1ccccc1)C(=O)CS2)N1CCOCC1
    7, -1.7, x, -1, -3, -0.9, x, -13, -7, 0.0
- Cc1ccc(S(=O)(=O)N2CCN(C(=O)CN3CCc4ccccc4C3)CC2)cc1
    -24, 1.1, x, -4, -3, 2.3, -3.6, 0, 24, -1.1
- CCOC(=O)C1=C(CS(=O)(=O)c2ccc(C)cc2)NC(=O)NC1c1ccc(O)c(OC)c1 (stereo not drawn)
    6, 1.9, 0, -1, -10, 0.1, -0.9, -1, -6, 1.6
- COc1cc(C(=O)OC(C)C(=O)N2CCCC2)cc2c1OCCO2 (stereo not drawn)
    17, 2.5, 1, -1, 0, 2.6, 0.2, -6, -17, 2.0
- COc1ccc(NC(=S)NC(=O)/C=C/c2ccc(F)cc2)cc1
    33, x, 1, 1, 3, x, 0.0, -1, -33, 1.7
- Cc1cc(NC(=O)CCC(=O)N(CCC(C)C)C(C(=O)NCC2CCCO2)c2ccccc2C)no1 (stereo not drawn)
    4, -0.1, -1, -6, 14, 2.2, -0.9, 10, -4, 0.9
- Cc1cc(C)c(S(=O)(=O)N2CCCOC2CNC(=O)C(=O)NCc2cccs2)c(C)c1 (stereo not drawn)
    8, 1.6, x, -8, 7, 3.9, -1.0, -3, -8, 3.4
- O=[N+]([O-])c1ccccc1/C=N\N1CCN(c2ccccc2)CC1
    -22, -2.3, 4, 4, 24, -1.1, 0.5, -1, 22, 3.0
- CC(C)(C)CC(=O)Nc1cc(S(=O)(=O)N2CCCCCC2)ccc1Cl
    16, -0.5, -4, -3, -7, 0.6, -0.3, -7, -16, 2.4
- O=C(NCCO)c1nc(C(=O)c2ccc(Cl)cc2)c2ccccc2n1
    1, 3.2, 0, -1, -24, 1.1, -1.2, 0, -1, 1.9
- O=C(c1ccc(F)cc1)N1CCCCC(S(=O)(=O)c2ccccc2)C1=O (stereo not drawn)
    9, 0.2, x, -1, -4, 2.2, -2.0, 2, -9, 2.8
- COc1ccc(-c2csc(NC(=O)CCn3cnc4ccccc4c3=O)n2)cc1OC
    -75, -3.4, -1, 0, -5, 0.5, -14, 6, 75*, 0.1
- NC(=O)CC(NC(=O)c1ccccc1)c1ccc(N2CCCCCC2)c([N+](=O)[O-])c1 (stereo not drawn)
    13, 1.4, -4, -3, 3, 2.1, -1.1, 3, -13, 1.5
- O=C(Cc1ncc(C(F)(F)F)cc1Cl)Nc1cccc(Br)c1
    11, 1.7, -3, -2, -3, 0.2, -0.4, 1, -11, 0.0
- COC(=O)c1cccc(NC(=O)CSc2nnc(COc3cccc(C)c3)n2C)c1
    6, 0.8, x, -5, 5, -0.4, -0.5, 3, -6, 1.5
- CCOc1ccc(N(CC(=O)Nc2cc(C)cc(C)c2)S(C)(=O)=O)cc1
    3, 0.6, 16, -5, 43, -1.2, -0.3, -2, -3, 1.6
- CC(=O)Nc1ccc(/C=N/Nc2nc3ccccc3[nH]2)cc1
    -16, -3.0, 9, 1, 21, -0.2, -0.6, -26, 16, 5.7
- Cc1ccc(NC(=O)CC(=O)c2ccc([N+](=O)[O-])cc2)cc1S(=O)(=O)Nc1cccc(Cl)c1
    -57, 0.7, -1, 10, -8, 0.5, -0.4, -1, 57, 5.6
- O=C(Nc1cccc(C(=O)NC2CC2)c1)c1ccc(Cl)c(S(=O)(=O)N2CCOCC2)c1
    -32, 1.1, 1, -2, 6, -0.3, -0.2, -2, 32, -0.5
- CN1CCN(C(=S)c2ccc(-c3cccc(Cl)c3Cl)o2)CC1
    -15, 1.8, 12, -2, 65, -0.5, -2.8, 5, 15, 4.1
- O=C(CSc1nnnn1C1CC1)N1CCN(Cc2ccccc2F)CC1
    11, 1.9, 0, -2, 3, 0.3, -0.6, 4, -11, -0.9
- O=[N+]([O-])c1ccc(N2CCN(c3ccc(Cl)nn3)CC2)c(Cl)c1
    -16, -3.1, x, x, -5, -0.4, 0.4, -1, 16, 1.9
- O=C(CN1C(=O)NC2(CCCCCC2)C1=O)NCCc1ccc(F)cc1
    8, 3.4, -3, -4, 6, 0.4, 0.3, 6, -8, 3.5
- CCN(CC(=O)Nc1ccc(NC(C)=O)cc1)C(=O)/C=C/c1c(C)nn(-c2ccc(F)cc2)c1C
    -70, -3.2, 0, -4, -10, -0.7, -2.5, 0, u, -2.6
- COc1ccc(Br)cc1/C=N/NC(=O)CN1CCCCC1
    -4, 2.3, -1, 7, x, 3.5, -1.1, -1, 4, 3.6
- CCOC(=O)C1=C(C)NC2=C(C(=O)CC(C)(C)C2)C1c1ccc(N(C)C)cc1 (stereo not drawn)
    20, 2.4, x, 0, 0, 1.6, -0.9, -5, -20, 3.1
- CCOc1ccccc1N1CC(C(=O)N(C)Cc2cccnc2)CC1=O (stereo not drawn)
    x, -2.1, 2, -1, 6, 3.1, -2.3, 2, x, -0.4

Retrieved one by one from above:
Second line of a record: SR-BI DiI-HDL act, Ecoli viability, Wnt act, CAL PDZ FP-1, MITF act, AddAB inh, CAL PDZ FP-2, Tat transport, SR-BI DiI inh, phage Ecoli inh
- CN1CCN(C(=S)c2ccc(-c3cccc(Cl)c3Cl)o2)CC1
    -15, 1.8, 12, -2, 65, -0.5, -2.8, 5, 15, 4.1
- CC(C)(C)CC(=O)Nc1cc(S(=O)(=O)N2CCCCCC2)ccc1Cl
    16, -0.5, -4, -3, -7, 0.6, -0.3, -7, -16, 2.4

Continued.
Second line of a record: SR-BI DiI-HDL act, Ecoli viability, Wnt act, CAL PDZ FP-1, MITF act, AddAB inh, CAL PDZ FP-2, Tat transport, SR-BI DiI inh, phage Ecoli inh
- C=CCn1c(Cc2nc3ccccc3[nH]2)n[nH]c1=S
    30, 0.7, -2, x, 8, 1.3, 0.0, -2, -30, 3.7
- Cc1c(CCO)c(=O)n(-c2ccccc2)n1S(=O)(=O)c1c(Cl)cc(Cl)cc1Cl
    -8, -0.1, -1, -16, -7, 0.7, -0.7, 5, 8, 1.3
- O=C(O)Cc1cn(Cc2ccc(F)cc2)c2ccccc12
    -4, 2.0, -2, -2, -3, 1.1, -2.7, 6, 4, 0.9
- CCOC(=O)c1sc(=S)n(-c2ccccc2Cl)c1SC
    -22, -0.3, 0, -2, -4, 1.1, -3.1, 2, 22, 1.5
- O=C(CN1C(=O)NC2(CCc3ccccc32)C1=O)c1ccccc1 (stereo not drawn)
    -1, 1.9, -1, -1, 2, 1.3, -0.8, -11, 1, 0.1
- N/C(Cc1ccccc1)=N\OC(=O)c1cccc2ccccc12
    -11, 2.0, 0, -2, -2, -0.4, -2.7, -1, 11, 5.2
- CC(C)(C)c1ccc(C(=O)O)c(C(=O)c2ccc(C(=O)O)cc2)c1
    17, 2.4, -2, -2, 2, 0.8, -0.4, u, -17, 4.8
- COC(=O)c1ccccc1NC(=O)CSc1nc(C)cc(C)n1
    -3, -1.7, 0, -2, -2, 2.2, -1.0, -3, 3, 3.9
- O=[N+]([O-])c1cccc(/C=N/n2c(C3CCCCC3)n[nH]c2=S)c1
    13, -0.5, -1, -2, 0, 1.2, -0.3, -8, -13, 3.5
- CCN(CC)CCNc1c2c(c(C#N)c3nc4ccccc4n13)CCCC2
    1, -2.1, x, -3, x, -0.8, -1.8, 1, -1, 2.2
- Cc1noc(C)c1NC(=O)N(C)C[C@H]1Oc2ccc(NC(=O)CCC(F)(F)F)cc2C(=O)N([C@H](C)CO)C[C@@H]1C
    6, 1.3, 0, -1, 9, 0.9, 0.1, 2, -6, 2.5
- CCOc1ccc(Cl)cc1S(=O)(=O)NC1CCCC1
    15, 1.7, -2, 0, -1, -0.9, -1.4, 5, -15, 0.4
- COc1cc(Nc2ccc(S(N)(=O)=O)cc2)c([N+](=O)[O-])nc1[N+](=O)[O-]
    20, -1.0, 1, x, -12, 1.4, 0.6, -4, -20, 1.3
- CN(C)CCNC(=O)COc1ccc(C23CC4CC(CC(C4)C2)C3)cc1
    -1, -2.4, -3, -2, -70, -2.2, -3.4, 2, 1, 3.9
- c1ccc(N2CCN(CCc3nnc4n3CCCCC4)CC2)cc1
    13, -4.3, -1, 0, -3, -2.1, 0.4, -7, -13, 1.2
- CCc1nonc1NC(=O)c1oc2cc(Br)ccc2c1C
    12, -1.0, 12, -4, 41, 3.7, -1.4, 4, -12, 1.4
- Cc1ccc(C)c(OCc2cc(C(=O)N3CC[C@H](O)C3)no2)c1
    -10, -0.9, 37*, -5, 132*, 1.2, -1.4, -4, 10, 0.5
- O=C(N/N=C/c1cccc([N+](=O)[O-])c1)c1ccc2c(c1)OCCO2
    -3, -0.8, 40*, -1, x, 0.2, x, 2, 3, -0.2
- COc1ccc(NC(=O)Cn2c(NCC(C)O)nc3ccccc32)cc1Cl (stereo not drawn)
    43, 0.6, 0, -4, 3, -1.2, -2.1, -10, -43, 3.6
- CC(=O)c1ccccc1NC(=O)CCCNC(=O)c1ccc(Cl)cc1
    x, -1.4, 4, -3, -13, 2.2, -1.4, -5, x, 1.5
- O=C(Cc1coc2ccc3ccccc3c12)NC1CCCc2ccccc21 (stereo not drawn)
    -43, 1.4, -1, -1, -3, 1.2, -1.0, -7, 43, 3.8

4 compounds out of the list above, arranged by the number in Tat transport, falling:
| structure | Tat transport |
| --- | --- |
| CCOc1ccc(Cl)cc1S(=O)(=O)NC1CCCC1 | 5 |
| CCc1nonc1NC(=O)c1oc2cc(Br)ccc2c1C | 4 |
| COC(=O)c1ccccc1NC(=O)CSc1nc(C)cc(C)n1 | -3 |
| O=C(CN1C(=O)NC2(CCc3ccccc32)C1=O)c1ccccc1 (stereo not drawn) | -11 |
